High-throughput results as filed in PubChem.
SKBR3 24h inh: SK-BR-3 proliferation inhibitors; SK-BR-3 viability, CellTiter-Glo ATP luminescence, 24 h; stronger effect = lower value; viability, % at 10 µM; 41,000 tested, 0.47% active;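 active = viability at or below the median of all test compounds minus 3 SD, in both replicates if run twice, cut at about 45% in these data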;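 note: 100% = median untreated cell wells and 0% = median positive control drug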
An asterisk follows results filed as active. An excerpt; count on the stated rates, not on these rows.

SMILES	SKBR3 24h inh
CN1C(=S)SC(/[N+]([O-])=C/c2cccnc2)C1(C)C (stereo not given)	101
Cc1cc(C)c2ccc(N)nc2c1O	76
COCCn1c(COC)nc2ccccc21	99
COC(=O)c1ccc(NC(=O)CN2CCN(c3ccc(Cl)cc3)CC2)cc1	71
CCn1c(COc2ccc(Cl)cc2)nnc1SCC(=O)Nc1ccc2c(c1)OCO2	80
COC(=O)c1cn[nH]c1N	104
CCOC(=O)c1ccccc1NC(=O)CN(c1cccc(OC)c1)S(C)(=O)=O	89
COc1ccc(OCC(=O)N2CCN(C(=O)c3ccccc3)CC2)cc1	86
COC(=O)c1ccc(NC(=O)c2cccc(OC)c2)cc1	108
COc1cccc(C2C3=C(CCCC3=O)Nc3nc4ccccc4n32)c1OC (stereo not given)	56
CCS(=O)(=O)n1nc(-c2ccccc2)nc1NCc1ccco1	110
Cc1cc(C(F)F)n2nc(C(=O)Nc3ccc(S(=O)(=O)N4CCCCCC4)cc3)nc2n1	86
O=c1[nH]nnc2c1sc1nc(N3CCOCC3)c3c(c12)CCCC3	91
O=C(NC(=O)N1CCN(c2ccccc2F)CC1)c1ccccc1	84
O=C(CSc1nnc(CN2CCOCC2)n1-c1ccc(Cl)cc1)N1CCc2ccccc21	112
Cc1noc(C)c1C(=O)N1CCc2ccccc21	92
O=C(NC1CCCC1)C(c1cccs1)N(CC1CCCO1)C(=O)Cc1cccs1 (stereo not given)	92
Cn1c(Cn2cnc3ccccc32)nc2ccccc21	109
O=C(Nc1ccc(Cl)c(C(F)(F)F)c1)N1CCCC(O)C1 (stereo not given)	82
CCc1ccc(OCC(=O)N(C)C)c(Br)c1	97
CN1CCN(S(=O)(=O)c2ccc(NC(=O)c3csc4ccccc34)cc2)CC1	89
COC(=O)/C=c1/s/c(=C(\C#N)C(=O)NCc2ccco2)n(-c2ccccc2)c1=O	124
Cc1nn(-c2ccccc2)c2c1C1(C(=O)N(C(C)C)c3ccccc31)C(C#N)=C(N)O2 (stereo not given)	87
O=C(Cn1nnc(-c2ccccc2)n1)NCc1cccs1	131
CCOc1ccc(N2C(=O)CC(N3CCN(C(=O)c4ccco4)CC3)C2=O)cc1 (stereo not given)	94
Oc1ccc(N2CCN(C(c3cccnc3)c3nnnn3Cc3ccccc3)CC2)cc1 (stereo not given)	81
CCOC(=O)C1=C(C)NC(=O)NC1c1ccc(OC)c(CN2CCOCC2)c1 (stereo not given)	97
CCOC(=O)C1=C(C)NC(=O)C(C(N)=O)C1c1ccccc1 (stereo not given)	112
CC1(C)NC(=O)N(CCCOc2ccc3c(c2)CCC3)C1=O	91
Cc1ccc(NC(=O)N2CCC(C(N)=O)CC2)cc1	93
CCCCc1ccc(-c2ccc(C)cc2O)nc1	99
Cc1ccc(S(=O)(=O)NC(=O)Nc2c(C)n(C)n(-c3ccccc3)c2=O)cc1	88
COc1ccc2c(c1)[nH]c1c(=O)n(CCN3CCCC3)cnc12	92
O=C(Cn1c(-c2ccccc2)noc1=O)Nc1ccc(S(=O)(=O)N2CCOCC2)cc1	99
CCc1nc(NCc2ccccn2)c2oc3ccccc3c2n1	85
O=C(NCc1ccc2c(c1)OCO2)C1CCCN1C(=O)Nc1cccc(Cl)c1 (stereo not given)	34*
CC1CCN(C(=O)CSc2nc3cccnc3n2C)CC1	102
COc1ccc2nc(Nc3nc(C)c(CCC(C)C)c(=O)[nH]3)nc(C)c2c1	91
O=C1C(=O)N(CCCn2ccnc2)C(c2cccnc2)/C1=C(/O)c1ccccc1 (stereo not given)	86
COCCCN1C(=O)C(=O)/C(=C(/O)c2ccccc2)C1c1ccc(N(C)C)cc1 (stereo not given)	81
Cn1c(=O)c2c(nc(Oc3ccc(-c4ccccc4)cc3)n2C)n(C)c1=O	101
COc1ccc(-c2nn3c(-c4ccc(F)cc4)nnc3s2)cc1	100
CCOC(=O)c1cc2c(=O)n3cccc(C)c3nc2n(CC2CCCO2)c1=NC(C)=O (stereo not given)	86
CCOCCCN(C(=O)c1ccco1)C(C(=O)NC1CCCC1)c1cccc(OC)c1OC (stereo not given)	101
CCCCNC(=O)CCC(=O)Nc1ncc(-c2ccc(C)cc2)n1C	99
CC(C)OC(=O)CSc1nnc(-c2ccc(Cl)cc2Cl)o1	86
CCCCCn1c(SCCc2ccccc2)nc2c1c(=O)[nH]c(=O)n2C	88
CC(=O)c1sc(Nc2nc3ccc(F)cc3s2)nc1C	100
COc1nc(OC)nc(N2CCC(C(=O)NCc3cccs3)CC2)n1	84
O=C(CSc1nnc2scc(-c3ccccc3)n12)NCC1CCCO1 (stereo not given)	102
CC(=O)Nc1cccc(-c2nnc3n2CC(C)S3)c1 (stereo not given)	100
O=C(CC(c1ccccc1)c1ccccc1)Nc1ncn[nH]1	104
COc1cc2c(=O)n(Cc3ccccc3)c(=O)n(CC(=O)NCc3ccco3)c2cc1OC	82
Cc1onc(-c2c(F)cccc2Cl)c1C(=O)NCCCN1CCOCC1	86
Nc1c2c(nc3ccccc13)CCC2	88
Cc1sc2ncn(CC(=O)NCCCC(=O)N3CCN(c4ccccn4)CC3)c(=O)c2c1C	60
CCOC(=O)CC(=O)CSc1ncnc2c1oc1ccccc12	76
CCOC(=O)c1nnsc1NC(C)=O	81
CC(C)c1cc(C(=O)Nc2sc3c(c2C#N)CCC3)no1	81
CN1CCN(c2nc(-c3ccccc3)c3cc(Cl)ccc3n2)CC1	62
More results follow:
SMILES	SKBR3 24h inh
O=C1CC(Nc2ccc(N3CCOCC3)cc2)C(=O)N1Cc1ccccc1 (stereo not given)	85
COc1ccc(OC)c(C(c2nnnn2Cc2ccccc2)N2CCC(C(N)=O)CC2)c1 (stereo not given)	82
CCCCC(=O)Nc1ccc(Br)cc1C(=O)O	105
CCc1ccccc1N(C(=O)CCC(=O)Nc1cc(C)on1)C(C(=O)NC1CCCC1)c1ccco1 (stereo not given)	118
COc1cccc(NC(=O)c2ccc(CN3CCOCC3)cc2)c1	94
CC(NC(=O)c1cc(-c2ccccc2)on1)c1ccccc1 (stereo not given)	87
CC1CCN(c2nc(-c3ccc(F)cc3)cc(C(F)(F)F)n2)CC1	67
CCN1C(=O)c2cccc3c(NS(=O)(=O)c4ccc(NC(C)=O)cc4)ccc1c23	87
COc1ccc(N(CC(=O)Nc2cc(Cl)ccc2OC)S(=O)(=O)c2c(C)noc2C)cc1	94
CCOC(=O)C1=C(C)NC(=O)NC1c1cccc(O)c1 (stereo not given)	89
CCOC(=O)Nc1ccc(S(=O)(=O)Nc2nccc(C)n2)cc1	87
Cc1cccc(NC(=O)c2cc(NC(=O)c3ccco3)ccc2Cl)n1	74
Cc1nnc(NC(=O)CSc2nnc(Cc3ccccc3)n2-c2ccccc2)s1	84
Cc1nc(COC(=O)c2c(C)nn(-c3ccccc3)c2C)cs1	87
CCn1ncc(Br)c1C(=O)Nc1ccc(Cl)cn1	81
CCN1CCN(S(=O)(=O)c2ccc(S(=O)(=O)N(CC)Cc3ccccc3)cc2)CC1	63
CCOc1cccc(OCCCCn2ccnc2)c1	81
CC(=O)c1cccc(NC(=O)Nc2c(C)nn(C)c2C)c1	106
c1coc(Cn2nnnc2CN2CCN(C3CCCC3)CC2)c1	100
COc1ccc(-n2ncc3c(=O)n(CC(=O)OCc4ccccc4)cnc32)cc1	90
CCC1(C)CC(=O)N(c2ccc(C(=O)O)c(O)c2)C1=O (stereo not given)	127
COc1ccc(S(=O)(=O)N(C)CC(=O)Nc2cccc(C(C)=O)c2)cc1	91
COc1cccc(OCC(=O)Nc2ccc(OC)c(OC)c2)c1	85
c1ccc2c(c1)[nH]c1nc3nncn3nc12	81
CN1C(=O)c2ccc(C(=O)NCc3ccccc3)cc2C1=O	99
CCC1C(=O)N=C(SCC(=O)Nc2ccc(C(=O)OC)cc2)NC1=O (stereo not given)	44*
COc1ccc(NC(=O)CSc2nnc(-c3ccccc3)n2N)cc1	58
CCCCn1nnnc1NCc1cccc(OC)c1OC	92
Cc1cccc(Cn2c(=O)n(CCCC(=O)NCc3ccco3)c(=O)c3ccccc32)c1	83
Nc1nc(SCC(=O)N2CCc3ccccc32)[nH]c(=O)c1-c1ccccc1	118
CC(=O)O[C@]1(C(C)=O)CC[C@H]2[C@@H]3C[C@H](C)C4=CC(=O)CC[C@]4(C)[C@H]3CC[C@@]21C	112
COc1cccc(C2(O)CCN(C(=O)C3CCC3)CC2)c1	80
Cc1cccc(OCC(=O)NCCN2CCOCC2)c1	83
COc1ccc(C2C(C#N)=C(N)Oc3cc(O)ccc32)cc1OC (stereo not given)	81
C[C@@H]1C[C@H]2[C@@H]3C[C@H](F)C4=CC(=O)C=C[C@]4(C)[C@@]3(F)[C@@H](O)C[C@]2(C)[C@@]1(O)C(=O)CO	102
CCOC(=O)c1nc2sc(C)c(C)c2c(=O)[nH]1	61
CCOc1ccc(C2=[N+]([O-])C(C)(C)N(O)C2(C)C)cc1	84
CCNC(=O)c1cc2c(=O)n3cccc(C)c3nc2n(CCc2ccccc2)c1=N	74
Cn1c(=O)c2c(nc(SCc3nn[nH]n3)n2Cc2ccccc2F)n(C)c1=O	99
CN1CCN(Cc2nc3c(c(=O)n(C)c(=O)n3C)n2Cc2cccc3ccccc23)CC1	92
COC(=O)c1ccc(OC)c(CSc2nnc(COc3ccccc3)o2)c1	99
CCCCOc1ccc(OC(=O)c2cccnc2)cc1	117
O=C1CCCCCN1C(=O)c1ccc(C(=O)N2CCCCCC2=O)cc1	85
CC(C)n1c(C(=O)OCC(=O)NCc2ccc3c(c2)OCO3)cc2sccc21	73
Cc1ccc(-n2c(=O)c3sccc3n(CC(=O)NCc3ccco3)c2=O)cc1	74

The last 4 entries of the section before come first, to join the parts.
SMILES	SKBR3 24h inh
CCCCOc1ccc(OC(=O)c2cccnc2)cc1	117
O=C1CCCCCN1C(=O)c1ccc(C(=O)N2CCCCCC2=O)cc1	85
CC(C)n1c(C(=O)OCC(=O)NCc2ccc3c(c2)OCO3)cc2sccc21	73
Cc1ccc(-n2c(=O)c3sccc3n(CC(=O)NCc3ccco3)c2=O)cc1	74
COc1ccccc1OCc1nc(C#N)c(N2CCC(C(N)=O)CC2)o1	89
Cc1ccc(NC(=O)c2cnn(-c3ccccc3)c2NC(=O)c2ccco2)cc1C	81
COC(=O)c1ccc(Oc2cc(C)nc(NCc3ccccc3)n2)cc1	96
NC(=O)c1ccc(NC(=O)CCCc2nc(-c3ccccc3Cl)no2)cc1	76
N#Cc1c(-n2cccc2/C=N/O)sc2c1CCCC2	76
CCCn1nc2ccccc2c1P(=N)(N1CCOCC1)N1CCOCC1	90
COCC(=O)NCc1nc2ccccc2n1Cc1ccccc1F	104
Cc1ccc(-c2nn(CC(=O)Nc3ccc4c(c3)nc3n4CCOC3)c(=O)c3ccccc23)cc1	87
COc1ccc(N(Cc2cc3cc(OC)ccc3[nH]c2=O)C(=O)C2CCCO2)cc1 (stereo not given)	92
CC12CCC(C(=O)N3CCc4ccccc43)(CC1=O)C2(C)C (stereo not given)	94
CCOC(=O)Cn1c(=O)c2c(nc(N3CCCCC3)n2Cc2ccccc2)n(C)c1=O	85
CCOC(=O)C(C(=O)OCC)=C1OC(=O)c2ccccc21	87
CCOC(=O)CC1=NS(=O)(=O)c2ccccc2N1	97
N#Cc1c(N)nc(SCC(=O)OCc2ccccc2)c(C#N)c1-c1ccco1	129
C/C(=C1\SC(N2CCOCC2)=NC1=O)c1ccccc1	109
O=C(c1cc2c(s1)CCCCC2)N1CCN(c2ncccn2)CC1	84
Cc1cc(C(=O)Nc2ccccn2)no1	107
COc1ccc(C(=O)COC(=O)CCn2nnc(-c3cccs3)n2)cc1	112
COc1ccccc1C1/C(=C(/O)c2ccc(Cl)cc2)C(=O)C(=O)N1CCN1CCOCC1 (stereo not given)	87
CCOC(=O)C1=C(C)NC(SCC(=O)O)=NC1c1ccccc1 (stereo not given)	98
COc1cc(C(C)=O)ccc1OCC(O)CN1CCN(S(=O)(=O)c2ccccc2)CC1 (stereo not given)	75
CCCn1nnc(NC(=O)c2ccccc2Br)n1	98
O=C(O)c1ccccc1NS(=O)(=O)c1ccccc1C(F)(F)F	122
COc1cc2c(cc1OC)C(C(=O)Nc1ccccn1)C(c1cccnc1)N(C)C2=O (stereo not given)	96
CCOc1ccccc1-c1nn2c(Cc3ccccc3)nnc2s1	75
COc1ccc(OC)c(CN2CCN(C(=O)c3cccc4ccccc34)CC2)c1	89
CN(CC(=O)N1CCc2ccccc21)S(=O)(=O)c1ccc(Cl)cc1	92
CC(=O)OCCCN1C(=O)c2ccc(Br)cc2C1=O	106
CC(=O)NC(O)C(=O)c1ccccc1 (stereo not given)	80
CC(C)(C#N)Nc1ccccc1	96
CSc1nnc(-c2ccc(F)cc2)o1	90
Cc1c(NC(=O)c2cc(-c3ccc4c(c3)OCO4)on2)c(=O)n(-c2ccccc2)n1C	99
COc1ccc(Cc2nnc(NS(=O)(=O)Cc3ccccc3)s2)cc1	94
COCC(=O)N(C)C1(c2nnnn2CCOC(=O)Nc2cccc3ccccc23)CCCC1	85
CCSc1nnc(NC(=O)C2(C)Cc3ccccc3C(=O)O2)s1 (stereo not given)	104

Among those listed so far, 15 have an aryl thioether with sulfur outside any ring.
SMILES	SKBR3 24h inh
CCn1c(COc2ccc(Cl)cc2)nnc1SCC(=O)Nc1ccc2c(c1)OCO2	80
O=C(CSc1nnc(CN2CCOCC2)n1-c1ccc(Cl)cc1)N1CCc2ccccc21	112
CC1CCN(C(=O)CSc2nc3cccnc3n2C)CC1	102
CC(C)OC(=O)CSc1nnc(-c2ccc(Cl)cc2Cl)o1	86
CCCCCn1c(SCCc2ccccc2)nc2c1c(=O)[nH]c(=O)n2C	88
O=C(CSc1nnc2scc(-c3ccccc3)n12)NCC1CCCO1 (stereo not given)	102
CCOC(=O)CC(=O)CSc1ncnc2c1oc1ccccc12	76
Cc1nnc(NC(=O)CSc2nnc(Cc3ccccc3)n2-c2ccccc2)s1	84
COc1ccc(NC(=O)CSc2nnc(-c3ccccc3)n2N)cc1	58
Nc1nc(SCC(=O)N2CCc3ccccc32)[nH]c(=O)c1-c1ccccc1	118
Cn1c(=O)c2c(nc(SCc3nn[nH]n3)n2Cc2ccccc2F)n(C)c1=O	99
COC(=O)c1ccc(OC)c(CSc2nnc(COc3ccccc3)o2)c1	99
N#Cc1c(N)nc(SCC(=O)OCc2ccccc2)c(C#N)c1-c1ccco1	129
CSc1nnc(-c2ccc(F)cc2)o1	90
CCSc1nnc(NC(=O)C2(C)Cc3ccccc3C(=O)O2)s1 (stereo not given)	104
